rTrxR1 inhibitor – rat TrxR1 inhibition | O89049 | recombinant rTrxR1, NADPH fluorescence consumption, selenite substrate | Potency, µM (doses to about 114 µM), for inactives: at the top dose activity change, negative = inhibition, most hits filed as inhibitors | 390,000 compounds, 1% hits | AID 588453; also: % is scaled to controls: 0 for no effect and ±100 for the full control effect; nearly all actives have a fitted effect of over 65% in size
Target sequence (O89049 whole entry, looked up): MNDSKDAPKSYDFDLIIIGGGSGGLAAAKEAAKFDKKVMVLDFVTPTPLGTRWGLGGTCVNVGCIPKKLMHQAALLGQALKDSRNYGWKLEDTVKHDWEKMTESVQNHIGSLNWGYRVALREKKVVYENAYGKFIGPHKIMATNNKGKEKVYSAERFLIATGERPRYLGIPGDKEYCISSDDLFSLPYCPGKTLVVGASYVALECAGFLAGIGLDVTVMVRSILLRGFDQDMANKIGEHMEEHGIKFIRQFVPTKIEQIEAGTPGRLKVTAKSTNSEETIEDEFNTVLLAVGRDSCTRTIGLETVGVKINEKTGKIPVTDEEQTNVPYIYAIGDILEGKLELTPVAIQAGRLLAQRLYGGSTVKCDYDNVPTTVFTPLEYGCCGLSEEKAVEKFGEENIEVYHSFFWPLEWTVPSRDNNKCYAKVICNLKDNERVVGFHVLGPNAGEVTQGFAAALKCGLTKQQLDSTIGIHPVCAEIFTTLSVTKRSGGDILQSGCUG
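Rat TrxR1 (90 nM in the dispensed reagent) was pre-reduced with 400 uM NADPH for 5 min at room temperature, then incubated with compound for 15 min. After 400 uM selenite was added, NADPH fluorescence (Ex 340/Em 450 nm) was followed for 8 min.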
TrxR1 substrate – substrates of rat thioredoxin reductase 1; purified TrxR1 substrate turnover, NADPH consumption readout; Potency, µM (series often up to 114 µM), inactives show at the highest dose activity change, negative = substrate turnover; 390,000 compounds, 0.01% hits; also: % is scaled to controls: 0 for no effect and ±100 for the full control effect; nearly all actives have a fitted effect of over 50% in size
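Rat TrxR1, dispensed at 90 nM, was prereduced with 400 uM NADPH (final) for 5 min at ~22 deg C, then incubated with compound 15 min before 400 uM selenite. A first-read NADPH fluorescence drop versus no-compound background flagged substrates.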
RGS4 inh – inhibitors of human regulator of G protein signaling 4. 390,000 compounds, 0.039% hits. Potency, µM (series often up to 114 µM), inactives show at the top dose activity change, negative = inhibition, actives largely listed as inhibitors. Transcreener GDP fluorescence polarization, RGS4-accelerated GTP hydrolysis; also: % is scaled to controls: 0 for no effect and ±100 for the full control effect; nearly all actives have a fitted effect of over 75% in size; some results filed as inactive show a strong effect at the top dose
Target sequence (P49798 whole entry, looked up): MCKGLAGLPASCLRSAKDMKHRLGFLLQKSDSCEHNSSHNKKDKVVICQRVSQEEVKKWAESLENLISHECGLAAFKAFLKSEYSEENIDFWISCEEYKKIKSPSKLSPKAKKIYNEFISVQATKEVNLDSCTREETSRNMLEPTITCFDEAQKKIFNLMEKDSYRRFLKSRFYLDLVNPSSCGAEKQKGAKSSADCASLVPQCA
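MLSMR compounds (23 nl, pin-transferred) preincubated 10 min at room temperature with a 500nM (2x) first reagent, then RGS4 at 900nM (2x) plus Transcreener GDP mix added; fluorescence polarization (620/688 nm) read before and after 90 min at 30 °C.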
RXFP1 ag – agonists of human relaxin receptor RXFP1; HEK293T-RXFP1 cAMP TR-FRET, 30 min; response scale: percent of porcine relaxin response, buffer zero; 370,000 compounds, 0.3% hits; Q9HBX9; AID 2676; Potency, µM (titrated, usually from 57.5 µM), inactives show at the highest dose activation, usual class: activators; also: % is scaled to controls: 0 for no effect and ±100 for the full control effect; nearly all actives have a fitted effect of over 60% in size; many of its hits are not listed in these tables
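Agonist response is measured as cAMP accumulation in an RXFP1-transfected HEK293T line under PDE4 inhibition. Values are scaled between buffer-only and 29 nM porcine relaxin, and EC50s come from standard Hill equation fits.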
mIDH1 inhibitor – human IDH1 R132H inhibition. IDH1-R132H enzyme, NADPH consumption, diaphorase/resazurin fluorescence. 390,000 compounds, 0.093% hits. O75874. Potency, µM (highest dose often 76.6 µM), for the others: top-dose activity change, negative = inhibition, actives largely listed as inhibitors; also: % is scaled to controls: 0 for no effect and ±100 for the full control effect; nearly all actives have a fitted effect of over 65% in size
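IDH1-R132H (0.5 ug/mL dispensed) in pH 7.5 Tris buffer was preincubated 30 min with compound, then given a substrate mix of 0.016 mM NADPH and 2 mM alpha-KG for 80 min at room temperature; remaining NADPH was read by diaphorase/resazurin fluorescence.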
Vif-APOBEC3F blk – inhibitors of Vif-A3F interaction. HeLa A3F-eYFP + Vif (tagged APOBEC3F with the HIV-1 protein that degrades it), YFP fluorescence increase. Potency, µM (top dose mostly 46.1 µM), inactives show at the top dose activity, negative = active. 390,000 compounds, 0.2% hits; also: % of control where 0% means no effect; nearly all actives have a fitted effect of over 65% in size
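HeLa cells stably expressing Vif plus C-terminally eYFP-tagged A3F were seeded, incubated overnight at 37 deg C, dosed with compound, incubated overnight again at 37 deg C. Yellow fluorescence (Ex 488/Em 500-530) reported blocked Vif-mediated A3F-eYFP degradation.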
12-LOX inh – inhibitors of human 12S-lipoxygenase ALOX12; P18054; AID 1671190; 580,000 compounds, 1.1% hits; purified 12hLO, xylenol orange hydroperoxide absorbance; Potency, µM (doses to about 108 µM), inactives show top-dose activity change, negative = inhibition, hits mostly inhibitors; also: % is scaled to controls: 0 for no effect and ±100 for the full control effect
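Hydroperoxide product was detected by ferrous iron/xylenol orange as the 573 to 405 nm absorbance ratio. Arachidonic acid at 40 uM (final) was turned over for 30 min at room temperature by 150 nM human 12hLO, pH 7.0 Hepes buffer, after 15 min compound preincubation.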
USP1 inh – USP1/UAF1 (human) deubiquitinase inhibition; recombinant USP1/UAF1, Ub-Rhodamine cleavage fluorescence; 390,000 compounds, 0.23% hits; Potency, µM (top dose mostly 57.1 µM), without a hit: at the top dose activity change, negative = inhibition, most hits filed as inhibitors; also: % is scaled to controls: 0 for no effect and ±100 for the full control effect; nearly all actives have a fitted effect of over 60% in size; inactives centre near -12
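Step one: compound is pinned into 1nM USP1/UAF1 in HEPES pH 7.8 buffer with TCEP. Step two: 15 min room-temperature incubation. Step three: Ub-Rho (150nM final) starts cleavage, tracked by fluorescence over six one-minute reads.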
Vif-APOBEC3G blk – Vif-A3G binding inhibition | 410,000 compounds, 0.076% hits | HeLa A3G-eYFP + Vif (tagged APOBEC3G with the HIV-1 protein that degrades it), YFP fluorescence, overnight | Potency, µM (series often up to 46.1 µM), for inactives: top-dose activity, negative = active, hits mostly inhibitors | AID 602310 | Q9HC16;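 also: % is scaled to controls: 0 for no effect and ±100 for the full control effect; nearly all actives have a fitted effect of over 60% in size; hits raise eYFP signal because A3G escapes Vif-driven loss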
Target sequence (Q9HC16 whole entry, looked up): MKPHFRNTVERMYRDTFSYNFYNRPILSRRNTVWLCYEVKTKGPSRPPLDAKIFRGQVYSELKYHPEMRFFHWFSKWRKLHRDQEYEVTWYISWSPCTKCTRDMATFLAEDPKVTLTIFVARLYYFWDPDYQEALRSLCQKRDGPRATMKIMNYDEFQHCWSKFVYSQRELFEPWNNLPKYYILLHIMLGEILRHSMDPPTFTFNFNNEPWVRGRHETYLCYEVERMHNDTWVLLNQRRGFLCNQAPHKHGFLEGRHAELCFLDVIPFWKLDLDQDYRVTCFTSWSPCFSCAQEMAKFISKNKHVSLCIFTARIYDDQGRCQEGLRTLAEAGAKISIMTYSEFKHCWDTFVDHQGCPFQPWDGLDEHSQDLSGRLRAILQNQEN
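HeLa cells stably expressing Vif and C-terminally eYFP-tagged A3G, seeded overnight at 37 deg C, then exposed to compound by pintool overnight at 37 deg C. Rise in yellow fluorescence (Ex 488/Em 500-530, Acumen) marks blocked Vif-driven A3G degradation.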
* = called active by the depositor; [ ] = remark or other dose. Calls follow the shape of the dose curve; as a rule, active = well fitted curve in the direction sought with a large enough effect; inconclusive = small, poorly fitted or top-dose-only effect, or another doubt; inactive = no such curve, though single readings can be large; an effect the other way counts as inactive or inconclusive. Potency is read from the fitted curve at half-maximal effect.

How did COc1cccc(/C=C/C(=O)c2cccc([N+](=O)[O-])c2)c1OC do in these assays?
rTrxR1 inhibitor: -65.3%; TrxR1 substrate: 5.0%[57.1 µM]; RGS4 inh: -5.7%; RXFP1 ag: -1.4%; mIDH1 inhibitor: -0.5%; Vif-APOBEC3F blk: 1.2%; 12-LOX inh: 9.4%; USP1 inh: -33.0%; Vif-APOBEC3G blk: -27.1%

How did Cn1cc([N+](=O)[O-])c(C(=O)Nc2ccn(Cc3c(F)c(F)cc(F)c3F)n2)n1 do in these assays?
rTrxR1 inhibitor: 36.1%; TrxR1 substrate: 10.8%; RGS4 inh: -4.0%; RXFP1 ag: 0.9%; mIDH1 inhibitor: 4.9%; Vif-APOBEC3F blk: 0.4%; 12-LOX inh: 12.5%; USP1 inh: 3.5%; Vif-APOBEC3G blk: -28.4%

Results for O=C1/C(=C/c2ccc(F)cc2)SC(=S)N1N1CCOCC1 ?
rTrxR1 inhibitor: 13.2%; TrxR1 substrate: 2.0%; RGS4 inh: 18.8%; RXFP1 ag: 0.7%; mIDH1 inhibitor: 2.9%; Vif-APOBEC3F blk: -1.1%; 12-LOX inh: 155.9%[activator]; USP1 inh: -5.8%; Vif-APOBEC3G blk: -4.8%

What do the screens show for `COc1ccc(-c2nnc(NC(=O)c3cc(C)on3)s2)cc1`?
rTrxR1 inhibitor: 28.3%; TrxR1 substrate: 11.9%; RGS4 inh: 20.8%; RXFP1 ag: 0.1%; mIDH1 inhibitor: 9.0%; Vif-APOBEC3F blk: 1.3%; 12-LOX inh: 24.2%; USP1 inh: -11.0%; Vif-APOBEC3G blk: -11.4%

What do the screens show for `CC(C)(C)OC(=O)N(CCc1ccccc1)Cc1ccccc1OCc1ccc(NC(=O)C2CCCC2)cc1`?
rTrxR1 inhibitor: 40.4%[activator]; TrxR1 substrate: 2.6%; RGS4 inh: 4.0%; mIDH1 inhibitor: -0.5%[38.3 µM]; Vif-APOBEC3F blk: 6.9%; 12-LOX inh: -2.4%; USP1 inh: -10.6%; Vif-APOBEC3G blk: 3.3%

How did CCOc1ccc(NC(=O)CN2C(=O)CC(C)Sc3ccccc32)cc1 (configuration not stated) do in these assays?
rTrxR1 inhibitor: 18.2%; TrxR1 substrate: 4.6%; RGS4 inh: 6.9%; RXFP1 ag: 0.0%; mIDH1 inhibitor: 0.6%; Vif-APOBEC3F blk: -4.1%; 12-LOX inh: 0.0%; USP1 inh: -27.3%; Vif-APOBEC3G blk: -6.4%

How did Cc1ccc(S(=O)(=O)N2CCOCC2)cc1NC(=O)COC(=O)c1ccc(OCc2c(C)noc2C)cc1 do in these assays?
rTrxR1 inhibitor: -7.0%; TrxR1 substrate: -3.8%; RGS4 inh: 3.5%; RXFP1 ag: 1.2%; mIDH1 inhibitor: 4.4%; Vif-APOBEC3F blk: -0.3%; 12-LOX inh: 13.3%; USP1 inh: -16.3%; Vif-APOBEC3G blk: 0.1%

How did O=C1NC(=O)c2cc(Oc3ccc([N+](=O)[O-])cc3)ccc21 do in these assays?
rTrxR1 inhibitor: 26.6%; TrxR1 substrate: -1.6%; RGS4 inh: 13.8%; RXFP1 ag: 2.9%; mIDH1 inhibitor: -1.0%; Vif-APOBEC3F blk: 4.9%; 12-LOX inh: 17.9%; USP1 inh: -16.0%; Vif-APOBEC3G blk: -0.6%

How did Cc1cccc2[nH]c(-c3ccc(NC(=O)c4ccco4)cc3)nc12 do in these assays?
rTrxR1 inhibitor: 29.0%; TrxR1 substrate: 40.1%[activator]; RGS4 inh: -10.7%[11.4 µM]; RXFP1 ag: -0.9%; mIDH1 inhibitor: -0.5%; Vif-APOBEC3F blk: -3.6%; 12-LOX inh: 12.6%; USP1 inh: -16.5%; Vif-APOBEC3G blk: -12.3%

How did COC(=O)c1ccc(C)c(NS(=O)(=O)c2ccc(NC(C)=O)cc2)c1 do in these assays?
rTrxR1 inhibitor: -7.9%[57.1 µM]; TrxR1 substrate: 0.6%[57.1 µM]; RGS4 inh: 14.5%; RXFP1 ag: 0.1%; mIDH1 inhibitor: 1.7%; Vif-APOBEC3F blk: -6.2%; 12-LOX inh: 5.3%[57.4 µM]; USP1 inh: -5.0%; Vif-APOBEC3G blk: -26.5%

How did O=C(Nc1ccc(Cl)cc1)N1CCOC12CCCCC2 do in these assays?
rTrxR1 inhibitor: 9.9%; TrxR1 substrate: 2.1%; RGS4 inh: -10.9%; RXFP1 ag: 0.7%; mIDH1 inhibitor: 0.0%; Vif-APOBEC3F blk: 8.4%; 12-LOX inh: -18.2%; USP1 inh: -8.4%; Vif-APOBEC3G blk: -11.4%

What do the screens show for `CN(C(=O)c1ccco1)c1ccccc1C(=O)O`?
rTrxR1 inhibitor: -2.1%; TrxR1 substrate: 0.8%; RGS4 inh: 13.5%; RXFP1 ag: 0.9%; mIDH1 inhibitor: 10.1%; Vif-APOBEC3F blk: 0.0%; 12-LOX inh: -27.1%; USP1 inh: 2.5%; Vif-APOBEC3G blk: 0.8%

Two successive compounds out of the list so far, quoted:
How did CCOc1ccc(NC(=O)CN2C(=O)CC(C)Sc3ccccc32)cc1 (configuration not stated) do in these assays?
rTrxR1 inhibitor: 18.2%; TrxR1 substrate: 4.6%; RGS4 inh: 6.9%; RXFP1 ag: 0.0%; mIDH1 inhibitor: 0.6%; Vif-APOBEC3F blk: -4.1%; 12-LOX inh: 0.0%; USP1 inh: -27.3%; Vif-APOBEC3G blk: -6.4%

How did Cc1ccc(S(=O)(=O)N2CCOCC2)cc1NC(=O)COC(=O)c1ccc(OCc2c(C)noc2C)cc1 do in these assays?
rTrxR1 inhibitor: -7.0%; TrxR1 substrate: -3.8%; RGS4 inh: 3.5%; RXFP1 ag: 1.2%; mIDH1 inhibitor: 4.4%; Vif-APOBEC3F blk: -0.3%; 12-LOX inh: 13.3%; USP1 inh: -16.3%; Vif-APOBEC3G blk: 0.1%

(list continues)
How did Cc1ccc(C(=O)C2=C(O)C(=O)N(CCCn3ccnc3)C2c2ccc(OC(C)C)cc2)o1 (configuration not stated) do in these assays?
rTrxR1 inhibitor: -11.0%; TrxR1 substrate: 5.6%[57.1 µM]; RGS4 inh: 27.7%; RXFP1 ag: 15.8µM*; mIDH1 inhibitor: -1.4%; Vif-APOBEC3F blk: -7.9%; 12-LOX inh: 0.3%; USP1 inh: -8.0%; Vif-APOBEC3G blk: -1.7%

What do the screens show for `COc1ccc2cc(C(=O)N/N=C/c3cc(OC)c(OC)c(OC)c3)[nH]c2c1`?
rTrxR1 inhibitor: -2.1%; TrxR1 substrate: -1.7%; RGS4 inh: 14.2%; RXFP1 ag: -0.6%; mIDH1 inhibitor: -3.5%; Vif-APOBEC3F blk: -8.3%; 12-LOX inh: -0.6%; USP1 inh: -20.0%; Vif-APOBEC3G blk: -18.1%

How did COc1cc(NC(=O)c2ccc(N3CC4CC(C3)c3cccc(=O)n3C4)c(NC(=O)c3ccncc3)c2)cc(OC)c1OC (configuration not stated) do in these assays?
rTrxR1 inhibitor: 17.9%; TrxR1 substrate: 4.7%; RGS4 inh: 10.7%; RXFP1 ag: -3.3%; mIDH1 inhibitor: -2.7%; Vif-APOBEC3F blk: -12.3%; 12-LOX inh: -23.6%; USP1 inh: -22.4%; Vif-APOBEC3G blk: -7.6%

How did Cc1nc2sc(-c3ccccc3)cc2c(=O)[nH]1 do in these assays?
rTrxR1 inhibitor: 1.8%; TrxR1 substrate: 11.6%; RGS4 inh: -0.9%; RXFP1 ag: 0.7%; mIDH1 inhibitor: -3.1%; Vif-APOBEC3F blk: -1.8%; 12-LOX inh: -3.4%; USP1 inh: 2.6%; Vif-APOBEC3G blk: 1.5%

Results for Cc1ccc(CCNS(=O)(=O)c2cc3c(cc2Cl)NC(=O)CO3)cc1 ?
rTrxR1 inhibitor: 2.6%[57.1 µM]; TrxR1 substrate: -2.4%[57.1 µM]; RGS4 inh: 5.8%; RXFP1 ag: -0.8%; mIDH1 inhibitor: 1.7%; Vif-APOBEC3F blk: 8.9%; 12-LOX inh: 45.5%[activator]; USP1 inh: -18.7%; Vif-APOBEC3G blk: 0.7%

What do the screens show for `O=C(NC(=S)NNS(=O)(=O)c1ccc(Cl)cc1)c1cccnc1`?
rTrxR1 inhibitor: 17.8µM*; TrxR1 substrate: 9.3%; RGS4 inh: -17.3%; RXFP1 ag: -1.8%; mIDH1 inhibitor: 2.7%; Vif-APOBEC3F blk: 14.3%; 12-LOX inh: -13.0%; USP1 inh: -21.9%; Vif-APOBEC3G blk: -0.8%

Results for Cn1c(=O)oc2cc(S(=O)(=O)N3CCCC(C(=O)NCCc4ccc(Cl)cc4)C3)ccc21 (configuration not stated) ?
rTrxR1 inhibitor: -7.0%; TrxR1 substrate: -3.3%; RGS4 inh: -8.7%; RXFP1 ag: 0.5%; mIDH1 inhibitor: 11.7%; Vif-APOBEC3F blk: -0.2%; 12-LOX inh: -16.4%; USP1 inh: -27.5%; Vif-APOBEC3G blk: 0.6%

How did CCOc1cc(C2Nc3ccccc3C(=O)N2Cc2ccco2)ccc1OCc1ccccc1Cl (configuration not stated) do in these assays?
rTrxR1 inhibitor: -21.6%; TrxR1 substrate: 26.5%; RGS4 inh: -56.2%; Vif-APOBEC3G blk: -11.6%

The list is partial. The share of hits here may be higher or lower than overall.
